TDP1 block: TDP1 (human) enzyme inhibition; Q9NUW8; recombinant TDP1, AlphaScreen DNA substrate cleavage; Potency, µM (series often up to 130 µM), without a hit: at the top dose activity change, negative = inhibition, actives largely listed as inhibitors; 350,000 compounds, 0.28% hits; AID 485290; note: nearly all actives have a fitted effect of over 40% in size
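Signal: AlphaScreen proximity between streptavidin donor and anti-FITC acceptor beads on intact substrate. Reaction: Tdp1 1 nM, substrate 15 nM final, 5 min RT after 15 min compound preincubation.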
KAT2A inh: inhibitors of human GCN5L2 histone acetyltransferase | Q92830 | GCN5L2 HAT assay, ThioGlo1 CoA-SH fluorescence | AID 504327 | Potency, µM (series often up to 58.9 µM), without a hit: top-dose activity change, negative = inhibition, most hits filed as inhibitors | 390,000 compounds, 0.21% hits
Target sequence (Q92830 whole entry, looked up): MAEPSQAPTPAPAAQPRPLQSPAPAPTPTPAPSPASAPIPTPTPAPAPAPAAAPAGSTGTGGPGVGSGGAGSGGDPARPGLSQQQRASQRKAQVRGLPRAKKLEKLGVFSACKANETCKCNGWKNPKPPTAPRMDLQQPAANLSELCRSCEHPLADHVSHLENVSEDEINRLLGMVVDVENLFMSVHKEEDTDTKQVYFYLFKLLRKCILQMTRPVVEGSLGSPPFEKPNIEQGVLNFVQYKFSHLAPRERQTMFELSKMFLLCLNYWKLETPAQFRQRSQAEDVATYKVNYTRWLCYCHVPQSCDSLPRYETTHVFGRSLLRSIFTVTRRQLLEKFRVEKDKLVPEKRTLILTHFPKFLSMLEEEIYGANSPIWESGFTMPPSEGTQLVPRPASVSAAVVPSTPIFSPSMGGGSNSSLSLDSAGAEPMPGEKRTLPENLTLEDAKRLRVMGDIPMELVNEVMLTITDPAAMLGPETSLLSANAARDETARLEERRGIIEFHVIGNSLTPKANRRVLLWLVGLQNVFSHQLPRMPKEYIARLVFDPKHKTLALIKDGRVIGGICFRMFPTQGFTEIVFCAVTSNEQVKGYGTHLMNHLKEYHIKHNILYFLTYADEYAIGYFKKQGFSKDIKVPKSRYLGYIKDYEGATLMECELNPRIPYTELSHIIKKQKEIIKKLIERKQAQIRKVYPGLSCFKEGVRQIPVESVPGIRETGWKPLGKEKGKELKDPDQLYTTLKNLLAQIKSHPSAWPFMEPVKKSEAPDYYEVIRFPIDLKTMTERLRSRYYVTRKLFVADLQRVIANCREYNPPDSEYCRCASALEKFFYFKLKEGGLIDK
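Compounds, pin-transferred from DMSO stocks, meet 20nM GCN5L2 for 15 min before the reaction begins with H3(1-25) peptide (75uM) and acetyl-CoA (70uM). Thiol-reactive ThioGlo1 reports CoA release over 20 min at room temperature.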
DT40 TDP1 no CPT: qHTS for Inhibitors of human tyrosyl-DNA phosphodiesterase 1 (TDP1): qHTS in cells in absence of CPT | DT40 Tdp1-/- hTDP1 cells, no CPT, ATP luminescence, 48 h | Potency, µM (titrated, usually from 46.2 µM), inactives show at the highest dose activity change, negative = growth inhibition, hits mostly inhibitors | 420,000 compounds, 15% hits; note: nearly all actives have a fitted effect of over 55% in size
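Camptothecin absent (DMSO only). Human TDP1-complemented DT40 knockout cells, 400 cells/well, 37 °C for minimum 48 hr; ATP measured via CellTiter-Glo, 30 min dark incubation, luminescence.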
The depositor's hits bear a star; ? = inconclusive; . = not tested or not shown; & = joins results of further samples; [ ] = another dose, or the depositor's remark. Calls come from the whole dose curve; as a rule, active = well fitted curve in the direction sought with a large enough effect; inconclusive = small, poorly fitted or top-dose-only effect, or another doubt; inactive = no such curve, though single readings can be large; an effect the other way counts as inactive or inconclusive. % is set by controls: 0 for no effect and ±100 for the full control effect; potency is the fitted concentration of half-maximal effect. Not all compounds are listed; count on the stated rates, not on these rows.

item	structure	TDP1 block	KAT2A inh	DT40 TDP1 no CPT
1	CCn1c(CS(=O)Cc2ccc(Cl)cc2Cl)nnc1SCc1c(Cl)cccc1Cl (centres undefined)	-14%	-4%	?
2	CCc1nnc(N/N=C/c2cc(C)c(C)cc2C)n1N	.	-4%	?
3	COc1ccnc(Nc2cccc(C)c2)c1C#N	4%	-4%	-1%
4	O=C(CCN1CCCO1)NC1CCCc2c1cnn2-c1ccccc1F (centres undefined)	5%	?	5%
5	CC(C)N1CCC(N2CCN(Cc3ccc(-c4ccc(Cl)cc4)o3)CC2CCO)CC1 (centres undefined)	.	-3%	18µM*
6	CC1=C(C(=O)OCc2ccccc2)C(c2ccc(Cl)cc2Cl)NC(=O)N1CCCCCC(=O)O (centres undefined)	4%	-14%	-16%
7	CCCCNCCOCCOc1ccc(F)cc1	-10%	-8%	?
8	C=CCn1c(SCC(=O)NC2CCS(=O)(=O)C2)nc2scc(C3CC3)c2c1=O (centres undefined)	3%	-7%	-5%
9	CNCCCCOc1ccc(C(C)(C)C)cc1Cl	-3%	-4%	?
10	CC(=O)c1cccc(CN2CCC(C(=O)Nc3ccc(Oc4cccnc4)cc3)CC2)c1	3%	-14%	23µM*
11	O=C(O)c1ccc(/C=N/Nc2ncc(C(F)(F)F)cc2Cl)cc1	?	-12%	-3%
12	O=C(c1ccccc1)[C@@H]1O[C@H]1c1ccc(-c2ccccc2)cc1	9%[56.1 µM]	-14%	4.2µM*
13	COC(=O)C1CC(Cl)CN1c1ncc(C(F)(F)F)cc1Cl (centres undefined)	-2%	-3%	-23%
14	CC(C)(C)c1cccc(Oc2nn[nH]n2)c1	2%	-6%	-1%
15	O=C(NC12CC3CC(CC(C3)C1)C2)N1CCN(c2ccccn2)CC1	3%	4%	-29%
16	CCc1ccc(OCc2cc(=O)n3c4c(sc3n2)CCCC4)cc1	1%	-5%	?
17	CCN(C(=O)CSc1ncccn1)c1c(N)n(Cc2ccccc2)c(=O)[nH]c1=O	2%	2%	8%
18	COc1ncc2ncc(=O)n(Cc3cccs3)c2n1	.	12%	-21%
19	Cc1ccc(O)c(N=CC2=C(O)c3ccccc3C2=O)c1	10%	-4%	23µM*
20	Cc1cc(C)c2c(n1)SCC(=O)N2CC(=O)Nc1c(C)cccc1C	3%	-16%&-2%	?
21	COc1cccc(Cc2nc3ccccc3nc2SCC(=O)N2CCc3ccccc32)c1	5%	-3%	-1%
22	CCNC(=O)C(Sc1ccccc1)c1ccccc1 (centres undefined)	-8%	-2%	-10%
23	COc1ccc(S(=O)(=O)NCC(c2ccco2)N2CCN(c3ccc(F)cc3)CC2)cc1C (centres undefined)	8%	-21%	23µM*
24	CN(C)c1cccc(/C=C(\C#N)c2ccccc2)c1	1%	-9%	2.3µM*
25	O=C(Cc1c(Cl)cccc1Cl)NC1=NCCS1	7%	2%	.
26	Cc1ccc(NC(=O)C2CCC(CNS(=O)(=O)c3cccs3)CC2)cc1C (centres undefined)	5%	-1%	15µM*
27	CN(C)Cc1c(O)ccc2[nH]cnc12	0%	4%	-6%
28	CCOc1ccc(-n2c(=O)c3c4c(sc3n(CC(=O)NCC3CCCO3)c2=O)CCC4)cc1 (centres undefined)	3%	-3%	-2%
29	CC1CCCCN1S(=O)(=O)c1cccc2cccnc12 (centres undefined)	5%	-5%	-15%
30	COc1ccccc1NC(=O)c1oc2ccccc2c1NC(=O)c1ccc(S(=O)(=O)N(C)C)cc1	-1%	-1%	?
31	Fc1ccc2c(c1)C(c1ccncc1)=NNC(c1ccc(Br)cc1)=N2	8%	1%	?
32	CC(=O)NC(Cc1ccccc1)C(=O)N1CCN(C(=O)c2ccco2)CC1 (centres undefined)	-2%	-6%	3%
33	Cc1oc2ncnc(N3CCCCC3)c2c1C(=O)NCC1CCN(Cc2ccccc2F)CC1	-1%	18%	2%
34	OCC1(Cc2cccc(Cl)c2)CCCN(Cc2ccc(F)c(F)c2)C1 (centres undefined)	.	-7%	?
35	O=C(Nc1ccc(NC(=O)c2cc3ccccc3o2)cc1)c1ccco1	.	-2%	?
36	COc1ccccc1C(=O)NC(CCSC)C(=O)OCC(=O)NC(=O)NCc1ccco1 (centres undefined)	5%	-12%	-9%
37	Cc1cnc(SCCc2ccncc2)nc1C	1%	1%	.
38	COC(=O)Nc1[nH]ncc1[N+](=O)[O-]	-2%	2%	-5%
39	COc1ccccc1/C=C/C1C(C(=O)OCC(C)C)=C(C)N=C2SCCC(=O)N21 (centres undefined)	3%	-20%	4%
40	COc1ccc2nc3c(cc2c1)c(NC(=O)c1cccs1)nn3CC(C)C	.	-10%	?
41	CCOc1cccc(C(=O)Nc2ccccc2OC(F)F)c1	0%	-6%	-13%
42	O=C(c1ccco1)c1cn(CCOc2ccc(Cl)cc2)c2ccccc12	0%	-7%	?
43	COc1ccccc1/C=C/CN1CCC(Oc2ccc(C(=O)N3CCCC3)cc2)CC1	5%[56.1 µM]	19%	?
44	CC(C)Oc1ccccc1NC(=O)CSc1nc2ccccc2c(=O)n1C	.	0%	?
45	CCC(C)N(C(=O)COc1ccc(-c2nnco2)cc1)C1CCS(=O)(=O)C1 (centres undefined)	0%	-6%	7%
46	C=CCNC(=O)CNS(=O)(=O)c1ccc(F)cc1	1%	-3%	-20%
47	O=C(Nc1cc(S(=O)(=O)N2CCCCC2)ccc1N1CCCCC1)C1CC1	4%	0%	16µM*
48	COC(=O)Cc1cc(=O)oc2cc(OC)ccc12	1%	?	-12%
49	CCC(=O)NC(Nc1sc2c(c1C(=O)OC)CCN(C)C2)(C(F)(F)F)C(F)(F)F	3%[56.1 µM]	-2%	-3%
50	Cc1ccc(S(=O)(=O)c2cccc(S(=O)(=O)N3CCOCC3)c2)cc1S(=O)(=O)N1CCOCC1	2%	-1%	?
51	COCCC(=O)NC12CC3CC(CC(C3)C1)C2	4%	-12%	-7%
52	Cc1ccc(OCC(=O)N(C)CC(=O)N(CC(C)C)c2c(N)n(CC(C)C)c(=O)[nH]c2=O)c(C)c1	.	-4%	-7%
53	Cc1cccc(Nc2c([N+](=O)[O-])c(=O)oc3ccccc23)c1	3%	3%	-22%
54	COCCCNC(=O)C1CC(=O)N(CCc2ccccc2)C1 (centres undefined)	1%	-2%	0%
55	CCOCCCNC(=O)C1CCCN(S(=O)(=O)CC)C1 (centres undefined)	4%	-10%	-2%
56	COC(=O)c1ccc(N(C(=O)CNC(=O)c2ccco2)C(C(=O)NCC2CCCO2)c2ccc(OC)c(OC)c2)cc1 (centres undefined)	4%[0.0935 µM]	-5%	8%
57	CCC(CC)C(=O)Nc1cccc(C(=O)c2ccccc2)c1	5%	-3%	?
58	COCCCN1C(=O)c2[nH]nc(-c3ccccc3O)c2C1c1ccc(Cl)cc1 (centres undefined)	9%	-3%	?
59	CCCCC(=O)NC(Nc1nc(C2CC2)cs1)(C(=O)OCC)C(F)(F)F (centres undefined)	2%	27%	?
60	Cc1ccc(S(=O)(=O)N2CCOCC2)cc1C(=O)OC(C)C(=O)c1ccccc1 (centres undefined)	-8%	1%	-41%

Next entries:
item	structure	TDP1 block	KAT2A inh	DT40 TDP1 no CPT
61	CC(C)(C)c1nc(C(C)(C)C)c(Br)c(=O)[nH]1	0%	3%	?
62	CCCCC1CCC(C(=O)Nc2ccc(N3CCOCC3)cc2N2CCOCC2)CC1 (centres undefined)	5%	0%	?
63	CC1CN/C(=C\C(=O)c2ccc(Cl)cc2)C(=O)N1 (centres undefined)	7%	-1%	-21%
64	COC(=O)Cc1[nH]c(Cl)nc1C(N)=O	4%	-14%	2%
65	C/C(=N\NC(=O)Cn1c(-c2ccccn2)nc2ccccc21)c1cccc(O)c1	3%	-2%	?
66	COc1cccc(NC(=O)[C@@H]2CCCN2C(=O)C2CCN(S(=O)(=O)c3ccc(C)cc3)CC2)c1	4%	-2%	-8%
67	O=C(CN1C(=O)c2ccccc2C1=O)Nc1sc2c(c1C(=O)NCc1ccco1)CCCC2	5%	-30%	-6%
68	CCSc1nnc(NC(=O)CCN2C(=O)C3CCCCC3C2=O)s1 (centres undefined)	2%	1%	11%
69	COc1ccc(C(=O)Nc2ccncc2)c(OC)c1	6%	0%	-26%
70	O=C(CSc1ccc2nnc(-c3ccccc3)n2n1)NCC1CCCO1 (centres undefined)	2%	-15%	-8%
71	COc1ccccc1C/C(N)=N/OC(=O)c1cccs1	5%	-6%	?
72	N#Cc1nc(COc2ccc(F)cc2)oc1N1CCN(Cc2ccccc2)CC1	9%	-5%	?

Reprinted from the part before: 2 compounds, followed by the next part.
item	structure	TDP1 block	KAT2A inh	DT40 TDP1 no CPT
71	COc1ccccc1C/C(N)=N/OC(=O)c1cccs1	5%	-6%	?
72	N#Cc1nc(COc2ccc(F)cc2)oc1N1CCN(Cc2ccccc2)CC1	9%	-5%	?
73	O=C(CCn1c(=S)[nH]c2ccccc2c1=O)NCCCN1CCCC1=O	1%	-12%	-4%
74	CCCOc1ccc(C(=O)Nc2ccc(NC(=O)c3cccc(Cl)c3)cc2)cc1	4%[12.3 µM]	-10%	-22%
75	COc1ccc(-c2nc(N)ncc2-c2ccc(OC)c(OC)c2)c(O)c1	.	-20%	?
76	N#CCC(=O)Nc1ccc(C(=O)OCC(=O)NC(=O)NCc2ccco2)cc1	0%	-18%	2%

By substructure: those above containing a halogen (24)
item	structure	TDP1 block	KAT2A inh	DT40 TDP1 no CPT
1	CCn1c(CS(=O)Cc2ccc(Cl)cc2Cl)nnc1SCc1c(Cl)cccc1Cl (centres undefined)	-14%	-4%	?
4	O=C(CCN1CCCO1)NC1CCCc2c1cnn2-c1ccccc1F (centres undefined)	5%	?	5%
5	CC(C)N1CCC(N2CCN(Cc3ccc(-c4ccc(Cl)cc4)o3)CC2CCO)CC1 (centres undefined)	.	-3%	18µM*
6	CC1=C(C(=O)OCc2ccccc2)C(c2ccc(Cl)cc2Cl)NC(=O)N1CCCCCC(=O)O (centres undefined)	4%	-14%	-16%
7	CCCCNCCOCCOc1ccc(F)cc1	-10%	-8%	?
9	CNCCCCOc1ccc(C(C)(C)C)cc1Cl	-3%	-4%	?
11	O=C(O)c1ccc(/C=N/Nc2ncc(C(F)(F)F)cc2Cl)cc1	?	-12%	-3%
13	COC(=O)C1CC(Cl)CN1c1ncc(C(F)(F)F)cc1Cl (centres undefined)	-2%	-3%	-23%
23	COc1ccc(S(=O)(=O)NCC(c2ccco2)N2CCN(c3ccc(F)cc3)CC2)cc1C (centres undefined)	8%	-21%	23µM*
25	O=C(Cc1c(Cl)cccc1Cl)NC1=NCCS1	7%	2%	.
31	Fc1ccc2c(c1)C(c1ccncc1)=NNC(c1ccc(Br)cc1)=N2	8%	1%	?
33	Cc1oc2ncnc(N3CCCCC3)c2c1C(=O)NCC1CCN(Cc2ccccc2F)CC1	-1%	18%	2%
34	OCC1(Cc2cccc(Cl)c2)CCCN(Cc2ccc(F)c(F)c2)C1 (centres undefined)	.	-7%	?
41	CCOc1cccc(C(=O)Nc2ccccc2OC(F)F)c1	0%	-6%	-13%
42	O=C(c1ccco1)c1cn(CCOc2ccc(Cl)cc2)c2ccccc12	0%	-7%	?
46	C=CCNC(=O)CNS(=O)(=O)c1ccc(F)cc1	1%	-3%	-20%
49	CCC(=O)NC(Nc1sc2c(c1C(=O)OC)CCN(C)C2)(C(F)(F)F)C(F)(F)F	3%[56.1 µM]	-2%	-3%
58	COCCCN1C(=O)c2[nH]nc(-c3ccccc3O)c2C1c1ccc(Cl)cc1 (centres undefined)	9%	-3%	?
59	CCCCC(=O)NC(Nc1nc(C2CC2)cs1)(C(=O)OCC)C(F)(F)F (centres undefined)	2%	27%	?
61	CC(C)(C)c1nc(C(C)(C)C)c(Br)c(=O)[nH]1	0%	3%	?
63	CC1CN/C(=C\C(=O)c2ccc(Cl)cc2)C(=O)N1 (centres undefined)	7%	-1%	-21%
64	COC(=O)Cc1[nH]c(Cl)nc1C(N)=O	4%	-14%	2%
72	N#Cc1nc(COc2ccc(F)cc2)oc1N1CCN(Cc2ccccc2)CC1	9%	-5%	?
74	CCCOc1ccc(C(=O)Nc2ccc(NC(=O)c3cccc(Cl)c3)cc2)cc1	4%[12.3 µM]	-10%	-22%

Source: PubChem (National Center for Advancing Translational Sciences (NCATS))
